Apoferritin bind = candidate novel general anesthetic via apoferritin binding. P02791. apoferritin/1-aminoanthracene competitive binding, fluorescence. Potency, µM (highest dose often 77.5 µM), for inactives: at the top dose activity change, negative = displacement, actives largely listed as inhibitors. hit rate 0.074% among 350,000; also: potency is read from the fitted curve at half-maximal effect; % is scaled to controls: 0 for no effect and ±100 for the full control effect; nearly all actives have a fitted effect of over 20% in size
Target sequence (P02791 2-175 limits assumed): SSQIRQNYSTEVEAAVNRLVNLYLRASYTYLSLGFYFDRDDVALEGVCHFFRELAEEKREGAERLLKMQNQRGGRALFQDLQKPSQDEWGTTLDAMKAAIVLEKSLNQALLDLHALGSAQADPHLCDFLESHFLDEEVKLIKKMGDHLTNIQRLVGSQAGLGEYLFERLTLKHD
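In PBS, apoferritin at 10 uM is loaded with 1-AMA from a 50% saturated solution. After 10 min of compound exposure at ambient temperature, reduced 535 nm fluorescence indicates probe displacement.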
POLH inh = DNA polymerase eta (human) inhibition | hit rate 1.2% among 390,000 | Potency, µM (titrated, usually from 114 µM), for the others: at the top dose activity change, negative = inhibition, actives largely listed as inhibitors | AID 588591 | recombinant Pol eta, fluorescent DNA replication assay | Q9Y253; also: potency is read from the fitted curve at half-maximal effect; % is scaled to controls: 0 for no effect and ±100 for the full control effect
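Fluorescent replication assay: 50 nM final substrate added after a 15 min room-temperature compound preincubation with 10 nM enzyme. Signal taken at 0 min and again at 10 min.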
Pol iota inh = inhibitors of human DNA polymerase iota; AID 588590; hit rate 1% among 390,000; Potency, µM (highest dose often 115 µM), for inactives: at the highest dose activity, negative = inhibition, most hits filed as inhibitors; Pol iota fluorescent replication assay, 10 min; also: potency is read from the fitted curve at half-maximal effect
Target sequence (Q9UNA4 whole entry, looked up): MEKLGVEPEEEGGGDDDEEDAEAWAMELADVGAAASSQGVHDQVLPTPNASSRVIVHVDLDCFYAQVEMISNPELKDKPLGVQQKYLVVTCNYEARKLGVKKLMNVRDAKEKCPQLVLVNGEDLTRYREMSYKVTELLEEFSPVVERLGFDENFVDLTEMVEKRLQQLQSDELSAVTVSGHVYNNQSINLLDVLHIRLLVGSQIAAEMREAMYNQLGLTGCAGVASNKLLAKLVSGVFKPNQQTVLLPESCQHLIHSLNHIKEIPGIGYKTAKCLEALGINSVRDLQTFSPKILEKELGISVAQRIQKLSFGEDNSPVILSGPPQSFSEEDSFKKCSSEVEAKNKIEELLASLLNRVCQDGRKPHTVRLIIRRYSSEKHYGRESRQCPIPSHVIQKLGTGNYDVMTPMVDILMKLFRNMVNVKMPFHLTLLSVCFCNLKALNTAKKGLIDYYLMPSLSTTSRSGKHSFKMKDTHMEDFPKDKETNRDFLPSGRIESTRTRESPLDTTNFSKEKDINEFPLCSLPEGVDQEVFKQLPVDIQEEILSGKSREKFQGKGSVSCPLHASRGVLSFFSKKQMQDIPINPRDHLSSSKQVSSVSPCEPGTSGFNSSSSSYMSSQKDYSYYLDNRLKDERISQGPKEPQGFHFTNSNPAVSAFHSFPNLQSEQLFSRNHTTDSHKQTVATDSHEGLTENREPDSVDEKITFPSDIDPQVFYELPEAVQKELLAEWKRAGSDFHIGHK
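Fluorescent replication assay read twice, at 0 min and 10 min after adding 50 nM (final) substrate. Enzyme (10 nM) and compounds were first incubated 15 min at room temperature; enzyme-free buffer wells were negative controls.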
POLB inh = DNA polymerase beta (human) inhibition | Pol beta primer extension/strand displacement, fluorescence kinetic | Potency, µM (series often up to 114 µM), for the others: at the highest dose activity change, negative = inhibition, usual class: inhibitors | P06746 | hit rate 1.3% among 340,000 | AID 485314; also: potency is read from the fitted curve at half-maximal effect; % is scaled to controls: 0 for no effect and ±100 for the full control effect
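Human Pol beta at 10 nM; strand-displacement substrate 50 nM final. Compound exposure 15 min at room temperature before start, reaction 10 min at room temperature.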
APEX1 inh = APE1 (human) endonuclease inhibition; recombinant APE1, TAMRA/BHQ-2 abasic DNA cleavage fluorescence; AID 2517; P27695; Potency, µM (top dose mostly 65.8 µM), without a hit: top-dose activity change, negative = inhibition, actives largely listed as inhibitors; hit rate 0.35% among 350,000;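 also: potency is read from the fitted curve at half-maximal effect; plate controls were vehicle for no effect and reference inhibitor for full effect; nearly all actives have a fitted effect of over 55% in size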
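Quantitative HTS: incision of a TAMRA/BHQ-2 double-stranded substrate bearing a tetrahydrofuran abasic site by 0.75 nM APE1 raises fluorescence. Substrate 50 nM final, added after 15 min compound preincubation at room temperature; progress as third-minus-first kinetic read difference.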
Pol kappa inh = inhibitors of human DNA polymerase kappa; Q9UBT6; purified Pol kappa, fluorescent DNA synthesis assay, 10 min; Potency, µM (series often up to 107 µM), without a hit: at the top dose activity, negative = inhibition, hits mostly inhibitors; hit rate 0.53% among 400,000; AID 588579; also: potency is read from the fitted curve at half-maximal effect; % is scaled to controls: 0 for no effect and ±100 for the full control effect
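Pol kappa 10 nM + cpd, 15 min RT; start w/ substrate 50 nM final; fluorescence kinetic read, 0 and 10 min. Neg ctrl: buffer, no enzyme.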
LDHA inh = inhibitors of human lactate dehydrogenase A. P00338. purified LDHA, NADH/diaphorase-resazurin fluorescence; active compounds read low. activity change, % (values are at about 110 or 230 µM). hit rate 0.15% among 480,000. AID 1347041; in the data active = activity change below about -30%; inconclusive = mostly about -25% to -30%;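 also: plate controls were DMSO wells for no effect and wells without enzyme for full effect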
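Human LDH5 (2 nM) was incubated with 0.06 mM NADH and 0.2 mM pyruvate for 5 min at room temperature in Tris pH 7.4. Remaining NADH was coupled through diaphorase/resazurin, and resorufin fluorescence was read at 0 and 20 min.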
BLM helicase inh = inhibitors of human Bloom syndrome helicase BLM. P54132. Potency, µM (doses to about 56.1 µM), without a hit: top-dose activity change, negative = inhibition, hits mostly inhibitors. recombinant BLM DNA unwinding, fluorescence dequenching. hit rate 0.2% among 350,000;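 also: potency is read from the fitted curve at half-maximal effect; plate controls were vehicle for no effect and no enzyme for full effect; nearly all actives have a fitted effect of over 35% in size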
Glioma ERSR ind = inducers of ER stress response in human glioma cells. U87-MG GRP78 promoter luciferase reporter, 16 h. Potency, µM, inactives show at the top dose activation, actives largely listed as activators. hit rate 0.02% among 420,000; also: potency is read from the fitted curve at half-maximal effect; series mostly up to about 76 µM; % of control where 0% means no effect; nearly all actives have a fitted effect of over 35% in size
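Stably transfected U87-MG human glioma cells carrying a GRP78-based luminescent sensor were seeded at 1000 cells/well, pin-dosed with compounds and incubated 16 h. Luciferase reagent was then added, and end-point luminescence was read after 10 min at room temperature.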
* = called active by the depositor; ? = inconclusive; / = no result given; & = joins results of further samples; [ ] = dose if it differs, or a comment. Unless noted, calls follow the shape of the dose curve; as a rule, active = well fitted curve in the direction sought with a large enough effect; inconclusive = small, poorly fitted or top-dose-only effect, or another doubt; inactive = no such curve, though single readings can be large; an effect the other way counts as inactive or inconclusive. The list is partial, so the mix of outcomes need not match the whole.

Order of results: Apoferritin bind	Pol kappa inh	POLH inh	Glioma ERSR ind	APEX1 inh	LDHA inh	POLB inh	Pol iota inh	BLM helicase inh
[1] O=C(c1cccc([N+](=O)[O-])c1)N1CCN(c2ncccn2)CC1
    1.7%	2.1%	-5.8%	0.2%	22.7%	-1.2	-11.1%	-27.0%	-3.2%
[2] CCCn1nc(C(=O)NC2CCCc3ccccc32)c2ccccc2c1=O (stereo unspecified)
    -16.0%	-8.0%	-13.4%	-4.8%	-3.0%	5.5&-6.6	2.9%	95.8%[activator]	-7.6%
[3] Cc1c(C(=O)N2CCCC2)nnn1-c1nonc1N
    3.7%	-7.6%	-13.3%	-4.8%	-3.3%	3.0	-1.6%	20.7%	-0.7%
[4] Cc1ccc(-c2nn3c(-c4ccco4)nnc3c3ccccc23)cc1S(=O)(=O)NCC1CCCO1 (stereo unspecified)
    -19.7%	-6.0%	?	-5.8%	-1.5%	-5.9	?	3.2%	-11.7%
[5] N#Cc1ccccc1S(=O)(=O)N1CCN(C(=O)C2CCCC2)CC1
    -7.8%	8.4%	-9.2%	-0.2%	-16.0%	-3.4	-6.0%	5.9%	-2.6%
[6] O=C(Nc1nc2ccccc2[nH]1)c1ccc(S(=O)(=O)N2CCOCC2)cc1
    -2.9%	-7.2%	-1.5%	4.5%	3.7%	-16.1	5.7%	28.8%	-7.4%
[7] CCS(=O)(=O)Nc1cccc(-c2nc3cccnc3s2)c1C
    -8.3%	-3.7%	-22.1%	0.9%	-1.6%	-10.2	-5.3%	21.1%	3.5%
[8] CC(=O)c1ccc(S(=O)(=O)N2CCCC2)cc1
    -13.5%	-2.7%	0.7%	2.4%	-4.6%	-14.3	8.7%	8.2%	-0.4%
[9] CCC(C)Cn1c(C(C)O)nc2ccccc21 (stereo unspecified)
    -9.8%	5.4%	-0.3%	-5.2%	-1.6%	-3.2	10.0%	-5.6%	0.3%
[10] NC(=O)C12C(=O)NC(=O)C1(C(=O)O)C21CCCC1 (stereo unspecified)
    /	-0.6%	1.7%	-4.8%	/	-5.0	/	3.8%	/
[11] O=C(NCc1ccc(F)cc1)c1cc(S(=O)(=O)N2CCCCC2)c[nH]1
    -15.8%	5.5%	-9.2%	-5.8%	29.7%	-3.8	40.9%	5.6%	-2.2%
[12] O=C(Nc1cccc(N2CCCC2)c1)c1cccs1
    -15.5%	-5.2%	-6.5%	1.2%	-4.0%	11.5	5.8%	-11.9%	-0.8%
[13] COc1ccc(C2CC(=O)Nc3c2c(=O)n(C)c2nc4ccccc4n32)cc1 (stereo unspecified)
    6.5%	-2.5%	-11.3%	-5.3%	/	-7.3	16.4%	31.7%[activator]	-0.3%
[14] O=c1[nH]c(Cc2cccs2)nc2ccccc12
    -18.4%	-6.6%	-17.5%	-4.9%	-7.8%	-3.6	6.8%	21.3%	1.0%
[15] CCN(CC)C1=CC(=O)OC12CCCCC2
    -11.3%	-11.4%	-13.5%	-3.8%	17.8%	-3.2	6.2%	7.8%	3.5%
[16] CC(C)C(=O)Nc1ccccc1Cc1ccccc1
    -6.8%	-0.3%	-6.0%	-5.2%	1.2%	-4.8	-1.3%	-0.9%	-3.7%
[17] CC(=O)N1CCN(C(=O)C2(NC(=O)Nc3cccc(F)c3)CCCCC2)CC1
    1.9%	-1.5%	-5.7%	-2.2%	-1.7%	-8.7	67.4%	97.0%[activator]	-1.2%
[18] O=C(Nc1c2c(nn1-c1ccc(F)cc1)CS(=O)(=O)C2)C12CC3CC(CC(C3)C1)C2
    -9.0%	4.4%	-3.5%	-3.8%	-3.3%	-3.1	12.6%	7.4%	-3.0%
[19] COc1ccccc1OCC(=O)Nc1ccc(-c2nnc(-c3ccco3)o2)cc1
    -8.0%	0.0%	-4.2%	-0.5%	-14.2%	-5.6	-4.7%	161.4%[activator]	-2.2%
[20] NC(=O)C1CCN(CC(O)CSc2ccc(F)cc2)CC1 (stereo unspecified)
    0.7%	3.5%	-17.5%	-3.9%	9.3%	-2.7	42.2%	157.8%[activator]	1.6%
[21] Cc1ccc(N=C2SCCCN2C(=O)c2cccc(N3C(=O)CCC3=O)c2)cc1Cl
    /	-16.1%	-20.3%	-3.2%	-3.6%	-5.2	/	4.7%	/
[22] CN(C(=O)c1cccc(C(F)(F)F)c1)C1CCCc2ccccc21 (stereo unspecified)
    -8.8%	-5.4%	?	4.0%	0.2%	-0.6	16.7%	22.0%	-4.7%
[23] COc1ccccc1Nc1ncc(C(=O)N2CCN(Cc3ccc(OC)c(OC)c3OC)CC2)c2ccccc12
    327.4%[activator]	-8.0%	-2.3%	-3.9%	-3.6%	-4.9	8.5%	2.7%	-9.0%
[24] CCN(Cc1nc(-c2ccc(OC)c(OC)c2)no1)C(=O)c1ccoc1C
    -4.5%	0.5%	-3.3%	-1.8%	26.0%	-5.9	6.0%	-4.6%	-2.2%
[25] CC(C)Oc1cccc(C(=O)C2CCCN(C(=O)c3cncs3)C2)c1 (stereo unspecified)
    -14.1%	-10.6%	1.1%	-0.2%	22.3%	-7.4	0.6%	-1.7%	-0.3%
[26] Cc1nn(-c2ccccc2)c(OC(=O)C(C)C)c1Sc1ccc(Cl)cc1
    -1.4%	-12.0%	/	/	/	1.6	2.6%	?	-1.5%
[27] COc1ccc(CCN2C(=O)CC(Cc3cccc(C)c3)C2=O)cc1OC (stereo unspecified)
    -16.5%	-7.3%	-13.2%	-1.9%	-10.8%	-5.0	-0.3%	33.6%[activator]	-1.8%
[28] COC(=O)c1c(NC(=O)CN2CCN(c3cccc(Cl)c3)CC2)sc(C)c1C
    -4.5%	-15.5%	-13.6%	-4.8%	-0.9%	-4.8	20.6%	119.9%[activator]	-6.4%
[29] COc1ccc(-c2ccc3oc(-c4ccsc4)cc(=O)c3c2)cn1
    /	-11.3%	10.0%	3.5%	0.2%	-4.4	/	-9.5%	/
[30] CCOc1ccc(NC(=S)N(Cc2ccc(Cl)cc2)Cc2ccco2)cc1
    62.9%[activator]	-12.2%	-11.0%	1.5%	7.0%	-3.5	32.7%	15.6%	-14.7%
[31] CC(C)C(=O)OCC(=O)NCc1ccccc1Cl
    -6.0%	-3.9%	-8.4%	1.8%	-0.8%	-7.4	2.0%	35.9%[activator]	2.0%
[32] O=C(c1ccccc1)N1CCN(C2CCCCCC2)CC1
    1.1%	-6.2%	-8.0%	-6.2%	-6.6%	-18.1	?	-5.4%	-1.6%
[33] CC(OC(=O)c1cc(S(=O)(=O)Nc2ccc(F)cc2)ccc1Cl)C(=O)Nc1ccc2c(c1)OCCO2 (stereo unspecified)
    -16.7%	-16.9%	-11.8%	-1.4%	-8.9%	1.3	3.6%[57.1 µM]	7.0%	-7.8%
[34] CCOc1cc2[nH]c(=S)n(CCCC(=O)NCc3ccco3)c(=O)c2cc1OCC
    -6.6%	0.0%	-12.2%	-3.0%	-2.5%	-6.6	28.5%	?	-2.8%
[35] COc1cc(OC)cc(C(=O)Nc2cc(NC(=O)c3ccco3)ccc2OC)c1
    -13.8%	-3.1%	-10.5%	-5.3%	-6.0%	2.2	-0.2%	-9.9%	-3.0%
[36] Cc1[nH]c2ccc(C(=O)N3CCN(c4cccc(Cl)c4)CC3)cc2c1C
    -3.4%	7.9%	-22.5%	-3.4%	58.9%[activator]	2.4	-1.1%	12.8%	-10.1%
[37] COC(=O)CC1C(=O)NCCN1C(=O)CSc1nc2ccccc2s1 (stereo unspecified)
    -6.6%	2.6%	-0.1%	-7.4%	-2.1%	0.1	8.0%	92.1%[activator]	0.3%
[38] COC(=O)c1cc(-c2ccccc2)n[nH]1
    -7.1%	1.5%	-9.0%	9.0%	1.6%	-0.9	-1.2%	41.0%[activator]	5.0%
[39] N#CCCn1cc(C(=O)NCc2ccccc2)c(-c2cccs2)n1
    -2.7%	12.0%	-13.0%	-1.6%	5.1%	-1.8	2.0%	22.9%	-2.9%
[40] O=C(NCCOC(=O)c1ccc(Cl)c(S(=O)(=O)N2CCCCC2)c1)c1ccncc1
    -21.9%	-20.3%	8.6%	-4.4%	-7.8%	-3.0	-9.1%	-5.0%	-0.1%
[41] Cc1c(CN2CCC(Oc3ccc(C(=O)N4CCCCC4)cc3)CC2)cnn1C
    -6.0%	-16.2%	-12.8%	-3.8%	27.1%	-3.9	4.6%	38.0%[activator]	-1.4%
[42] CCOC(=O)c1nnn(-c2nonc2N)c1CSc1nnc(N)s1
    -1.4%	-3.7%	-25.4%	-1.6%	-1.4%	-6.0	-5.8%	1.1%	-9.8%
[43] O=C(NCc1ccccc1)c1c[nH]c2cc3c(cc2c1=O)OCCO3
    2.2%	-16.0%	-0.1%	9.4%	8.4%	-1.8	-2.4%	-5.1%	-2.7%
[44] Nc1nc(NCCN2CCOCC2)nc(NCc2ccccc2)c1[N+](=O)[O-]
    -8.2%	-11.3%	-0.7%	4.0%	4.2%	-17.5	-2.7%	1.8%	-7.3%
[45] CC(C)(C)c1cc(NC(=O)c2cc(F)c(F)c(F)c2F)no1
    -0.9%	-0.5%	-1.7%	-1.5%	4.2%	-5.5	-2.7%	12.1%	3.1%
[46] C=CCOc1ccc(C2c3c(oc4ccccc4c3=O)C(=O)N2CCCN2CCOCC2)cc1 (stereo unspecified)
    -13.4%	-12.6%	-2.5%	0.0%	-2.8%	-5.8	15.2%	-12.4%[58.9 µM]	-2.3%
[47] Cc1cc(C)n(-c2ccc(C(=O)NCc3ccc(F)cc3)cc2)n1
    ?	4.6%	-19.6%	-1.8%	12.0%	-0.7	-0.8%	34.9%[activator]	-0.2%
